XIAP displacement: XIAP antagonists, biochemical, IAP family, fluorescence polarization (AID 1018) | E3 ubiquitin-protein ligase XIAP (Homo sapiens) | XIAP BIR domain, fluorescence polarization peptide displacement; higher % means a stronger effect | displacement, % at 20 µM; hits with a dose series show IC50 in µM | 200,000 compounds, 0.007% hits; in the data active = displacement above about 50%; also: a part of the inactive calls stands beside numbers as strong as those of hits
M17LAP inhibition: P. falciparum M17LAP inhibitors, primary screen, biochemical, fluorogenic H-Leu-NHMec substrate, 1536-well (AID 1619) | Leucine aminopeptidase (Plasmodium falciparum (isolate 3D7)) | recombinant M17LAP, H-Leu-NHMec fluorogenic kinetic assay; higher % means a stronger effect | inhibition, % at 30 µM, or IC50 in µM where a hit was titrated | 220,000 compounds, 0.38% hits;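 active = compound inhibiting the enzyme by more than half at any dose during confirmatory dose-response retesting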;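 also: plate controls were full reaction with DMSO carrier for no effect and no enzyme background for full effect; strong numbers were not always called active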
NOD2 inhibition: NOD2 signaling inhibitors, cell-based, luminescence, uHTS, HEK293 (AID 1566) | HEK293 NOD2/NF-kB luciferase reporter, luminescence; higher % means a stronger effect | one-dose inhibition, % at 4 µM; EC50 in µM for titrated hits | 290,000 compounds, 0.63% hits; also: many of its hits are not listed in these tables
AID2073: inhibitors of Mint1-CaV2.2 protein interaction, biochemical, HTRF (AID 2073); Voltage-dependent N-type calcium channel subunit alpha-1B (Homo sapiens); HTRF protein-protein interaction, Mint1-CaV2.2; higher % means a stronger effect; inhibition, % at 20 µM; hits with a dose series show IC50 in µM; 290,000 compounds, 0.19% hits; in the data active = inhibition mostly above about 51%, no sharp cut-off; also: some results filed as inactive read as strong as hits
Siah-1 displacement: Siah-1 peptide-binding antagonists, primary screen, biochemical, fluorescence polarization, rhodamine-plectin, uHTS (AID 1817); 290,000 compounds, 0.02% hits; Siah-1 / rhodamine-plectin peptide fluorescence polarization; higher % means a stronger effect; displacement, % at 20 µM, or IC50 in µM where a hit was titrated;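 active = displacement of at least 50% at 20 µM, with a fluorescence ratio check between 0.3 and a set limit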;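 also: plate controls were Siah plus tracer with DMSO for no effect and tracer alone without Siah for full effect; strong numbers were not always called active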
Lipid droplet: inhibitors of hepatocyte lipid droplet formation, primary screen, imaging, high-throughput imaging, BODIPY stain | 240,000 compounds, 0.4% hits | AML12 mouse hepatocytes, oleate lipid droplets | inhibition, % at 6.5 µM;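 active = lipid droplet intensity inhibited by at least 50%, with more than 500 cells counted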
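Assay system: AML12 hepatocytes (mouse) / Also added: 100 µM oleic acid challenge / Times: overnight treatment with compound plus oleate / Detection: high-content imaging of BODIPY-stained droplets and DAPI nuclei / Evaluation: % inhibition of lipid droplet signal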
LYP inhibition: inhibitors of LYP phosphatase, biochemical, fluorescence intensity, uHTS (AID 1779). Tyrosine-protein phosphatase non-receptor type 22 (Homo sapiens). recombinant LYP phosphatase, fluorescence intensity; higher % means a stronger effect. inhibition, % at 11.5 µM; hits with a dose series show IC50 in µM. 290,000 compounds, 0.054% hits;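 also: plate controls were vehicle with enzyme for no effect and no enzyme for full effect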
M1AAP inhibition: P. falciparum M1AAP inhibitors, biochemical, fluorogenic H-Leu-NHMec substrate, 1536-well (AID 1445); Aminopeptidase N (Plasmodium falciparum (isolate 3D7)); recombinant M1AAP, H-Leu-NHMec fluorogenic kinetic assay; higher % means a stronger effect; one-dose inhibition, % at 30 µM; IC50 in µM for titrated hits; 220,000 compounds, 0.42% hits;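 active = primary inhibition above the hit cutoff, then over 50% inhibition at one or more dose response concentrations, cut at about 23% in these data, passing the limit was not always enough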;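 also: plate controls were DMSO full reaction for no effect and no enzyme background for full effect; strong numbers were not always called active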
CSM14.1 death rescue: rescue of cells from ER stress-induced death, primary screen, 384-well, CSM14.1, thapsigargin, ATP luminescence (AID 1222); CSM14.1 thapsigargin-induced death rescue, ATP luminescence; higher % means a stronger effect; one-dose cellular ATP content (survival), % at 20 µM; EC50 in µM for titrated hits; 190,000 tested, under 10 active;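 active = EC50 below 50 µM in the dose-response confirmation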;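 also: death triggered by thapsigargin at about 15 µM added after 2 h compound pretreatment; cell ATP read after overnight thapsigargin exposure of roughly 18 to 22 hours; normalized against plate controls of thapsigargin alone and 5% DMSO vehicle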
Lipid droplet cells 6.5 µM: second read-out of Lipid droplet, no call of its own (marks repeat the call); cell count; measured here: cell count, cytotoxicity flag;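 cells counted across two imaged fields per well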
An asterisk follows results filed as active; nt = no result given. Rule as the data show it, unless noted: active = inhibition above about 50%; inactive = the rest. Some of the compounds tested, so the mix of outcomes need not match the whole.

Structure,XIAP displacement,NOD2 inhibition,AID2073,Lipid droplet,Siah-1 displacement,Lipid droplet cells 6.5 µM,M17LAP inhibition,M1AAP inhibition,CSM14.1 death rescue,LYP inhibition
Cc1cc(N2C(=O)C(O)=C(C(=O)c3cc4ccccc4o3)C2c2ccc(OC(C)C)cc2)no1 (stereo unspecified),nt,-13%,20%,2,-4%,713,nt,nt,nt,-6%
CCC(=O)NC1(C(F)(F)F)C(=O)Nc2c1c(=O)[nH]c(=O)n2Cc1ccco1 (stereo unspecified),-3.8%,0%,-2%,nt,0%,nt,2%,-10%,-1.0%,-9%
O=C(Nc1ccc(O)c2c(=O)cc(-c3cccc(Cl)c3)oc12)c1ccc(F)cc1,nt,7%,3%,-41,-4%,648,-9%,-9%,nt,-10%
COc1cc2nc(NC(=O)c3ccco3)sc(=O)c2cc1OC,nt,-9%,-1%,-14,14%,679,9%,-4%,nt,0%
Cc1ccc2nc(C)cc(Cl)c2c1,-9.6%,-8%,4%,1,-1%,694,0%,6%,0.3%,2%
COc1ccc(N2CCN(S(C)(=O)=O)CC2)cc1,-12%,4%,-8%,-4,2%,804,-6%,8%,-0.8%,-7%
CC(C)(C)n1ncc2c(=O)n(CC(=O)NC3CCCCC3)cnc21,-3.0%,-57%,-1%,nt,1%,nt,10%,1%,-1.4%,2%
O=C(Nc1cccc(OCC(=O)N2CCOCC2)c1)c1cccc([N+](=O)[O-])c1,-7.0%,-1%,0%,17,0%,735,-2%,0%,1.2%,3%
CC(C)C1N(C(=O)CN2CCCCC2)CCN1S(=O)(=O)c1ccccc1 (stereo unspecified),-11%,1%,4%,6,6%,659,1%,-1%,-14%,-4%
CCOC(=O)c1cc(-c2cccs2)nc2c1c(C)nn2-c1ccccn1,-4.0%,-1%,17%,15,9%,690,-20%,8%,1.8%,5%
Cc1ccc(-n2nc3c(c2NC(=O)c2cccs2)CS(=O)(=O)C3)c(C)c1,nt,-29%,10%,-7,0%,681,nt,nt,nt,-12%
OCC1(Cc2cccc(Cl)c2)CCCN(Cc2ccc3cc(F)ccc3n2)C1 (stereo unspecified),-3.4%,1%,1%,-4,-2%,712,2%,0%,-0.8%,-6%
CCN(CC)CCCNC(=S)N(Cc1cccnc1)Cc1cc2cc(C)ccc2[nH]c1=O,nt,10%,1%,13,-10%,656,3%,0%,nt,-9%
COc1ccccc1NC(=O)COC(=O)Cc1cccs1,-6.9%,7%,0%,5,3%,749,-4%,5%,-0.1%,0%
O=C(NC(Cc1ccccc1)C(=O)O)OCc1ccccc1 (stereo unspecified),-6.0%,2%,4%,nt,-2%,nt,53%,-4%,0.6%,-1%
CCCC(=O)N1CCC(O)(c2cccc(F)c2)CC1,-2.4%,-2%,22%,1,-7%,766,-4%,4%,0.9%,-5%
CC(C)CCN1CCN=C1Nc1ccccc1,nt,5%,12%,4,-1%,786,nt,nt,nt,-10%
C=CCn1c(CNC(=O)c2cccs2)nnc1SCc1ccc(Cl)cc1Cl,-0.9%,-4%,1%,7,-1%,709,10%,6%,3.8%,-4%
O=C(c1cc(-c2ccccc2Cl)on1)N1CCCC1,nt,-132%,1%,-8,-4%,775,nt,nt,nt,-5%
CCOc1ccc(C(=O)N/N=C(\c2ccccc2)c2ccccn2)cc1,2.7%,-82%,0%,nt,-6%,nt,3%,5%,-1.1%,-10%
O=C(CN1CCN(S(=O)(=O)N2CCOCC2)CC1)Nc1cc(Cl)cc(Cl)c1,nt,3%,-4%,6,2%,775,nt,nt,nt,-9%
COc1ccc(CCNC(=O)CN(C2CCCCC2)S(C)(=O)=O)cc1,-2.2%,2%,-12%,1,-2%,783,11%,1%,-2.0%,1%
OC1CC(c2ccco2)NC2(CCCCC2)C1 (stereo unspecified),-8.3%,3%,-8%,12,1%,598,-3%,-2%,0.2%,-2%
COC(=O)c1ccc(N2CCN(C)CC2)c(NC(=O)COc2cccc(C)c2)c1,nt,-10%,7%,-23,-1%,770,nt,nt,nt,-9%
COC(=O)CSc1nnc(SCc2ccc(OC)cc2)s1,-8.9%,10%,-2%,-11,-4%,740,11%,0%,-1.1%,2%
N#Cc1cccc(CN2CCCN(Cc3ccc(F)cc3)S2(=O)=O)c1,nt,8%,-4%,-4,4%,824,nt,nt,nt,-7%
COc1ccc(N2CCN(C(c3cc4ccc(C)cc4[nH]c3=O)c3nnnn3C3CCCC3)CC2)cc1 (stereo unspecified),-4.5%,-16%,2%,nt,1%,nt,-53%,4%,0.6%,4%
NC(=O)c1nsc(C(=O)N(Cc2cccnc2)C(C(=O)NC2CCCC2)c2ccc(F)cc2)c1N (stereo unspecified),nt,6%,9%,17,2%,806,nt,nt,nt,-9%
COc1cc(C(=O)N2CCN=C2c2ccccc2)cc(OC)c1OC,-9.9%,1%,23%,nt,-3%,nt,-6%,1%,-1.6%,-4%
O=C1NCCN(Cc2ccc(Cl)c(F)c2)C1CC(=O)N1CCCCO1 (stereo unspecified),-8.9%,-21%,0%,-3,0%,694,2%,6%,-0.8%,-5%
CNS(=O)(=O)c1cc(N(C)S(=O)(=O)c2ccc(C)cc2)c(C)cc1C,-4.4%,-2%,1%,-1,2%,664,10%,1%,0.5%,-8%
COc1cc(/C=N/NC(N)=O)cc([N+](=O)[O-])c1O,0.3%,2%,11%,4,-9%,663,17%,7%,-0.6%,2%
O=c1cc(CN2CCN(Cc3ccccc3)CC2)c2cc(Cl)ccc2o1,-2.2%,6%,0%,nt,-4%,nt,1%,-2%,-2.0%,-5%
Cc1ccc(C)c(C(=O)O/N=C(\N)c2ccc(Br)cc2)c1,-3.0%,-16%,0%,nt,0%,nt,-7%,-2%,3.5%,-2%
O=C(CNC(=O)c1ccccc1F)NC1CCN(Cc2ccccc2)CC1,nt,7%,5%,13,-4%,780,nt,nt,nt,-13%
CC(C)(C)c1nnc(N/N=C/c2ccccc2O)n(N)c1=O,-6.3%,-49%,-25%,4,-2%,608,25%,9%,-3.6%,-1%
O=C(NCc1ccc2c(c1)OCO2)c1ccco1,-7.2%,-16%,2%,6,4%,730,2%,-5%,nt,-3%
S=C(NCCSCc1ccccc1Cl)Nc1ccccc1,-0.9%,-32%,-2%,2,12%,708,4%,4%,-3.3%,0%
Cn1c(SCc2ccc(Cl)cc2)nnc1-c1ccc2nonc2c1,nt,14%,-1%,nt,3%,nt,1%,9%,nt,-5%
COc1ccccc1NC(=O)C1=C(C)Nc2nc(CCCO)nn2C1c1ccc2c(c1)OCO2 (stereo unspecified),-0.8%,-10%,2%,12,-4%,761,16%,0%,-2.0%,-5%
CCCSc1cc(N2CCOCC2)nc(-c2ccccc2Cl)n1,-2.7%,24%,0%,14,2%,775,2%,12%,-1.1%,-3%
CN1CCC(NC(=O)c2cc(-c3cccc(Br)c3)nc3ccccc23)CC1,nt,-2%,11%,-1,-6%,748,nt,nt,nt,-11%
S=c1[nH]nc(-c2cc(-c3ccco3)[nH]n2)n1-c1cccc2ccccc12,-8.3%,-41%,18%,nt,-5%,nt,-110%,11%,-2.1%,6%
Cn1c(=S)n(C)c2ccccc21,-1.1%,5%,0%,7,-2%,733,3%,7%,-0.6%,-8%
O=S(=O)(NCC(O)c1ccccc1)c1ccc(-c2ccccn2)s1 (stereo unspecified),nt,16%,4%,-2,4%,732,1%,11%,nt,2%
Nc1c(-c2ccccc2)cnc2c(-c3ccccc3)cnn12,nt,-166%,16%,4,-3%,870,nt,nt,nt,-12%
COc1ccc(/C=N/NC(=O)C(=O)NCC2CCCO2)cc1 (stereo unspecified),2.2%,9%,-1%,0,3%,535,-2%,13%,-1.1%,-6%
CC(Sc1nc2c(c(=O)[nH]1)CCCC2)C(=O)Nc1ccc(S(N)(=O)=O)cc1 (stereo unspecified),nt,20%,3%,3,3%,737,nt,nt,nt,-6%
CC(C)NC(=O)C(Cc1ccccc1)N1C(=O)c2ccccc2C1=O (stereo unspecified),-5.6%,14%,10%,-23,2%,720,-5%,5%,-2.0%,-2%
CCOc1ccc(Nc2nc(N)c([N+](=O)[O-])c(N3CCN(C)CC3)n2)cc1,nt,12%,-1%,-9,1%,803,nt,nt,nt,-5%

More records follow.
Structure,XIAP displacement,NOD2 inhibition,AID2073,Lipid droplet,Siah-1 displacement,Lipid droplet cells 6.5 µM,M17LAP inhibition,M1AAP inhibition,CSM14.1 death rescue,LYP inhibition
COc1ccc(-n2nc(C(=O)NCC(=O)N3CCOCC3)c3ccccc3c2=O)cc1OC,nt,0%,4%,4,4%,824,nt,nt,nt,-6%
CCN1CCCC1CNC(=O)c1cc(S(=O)(=O)N(C)C)ccc1Cl (stereo unspecified),nt,0%,11%,0,1%,804,nt,nt,nt,0%
CN(C)c1ncnc2c1NC1=C(S2)C(=NCCCC(=O)O)CC(C)(C)C1,9.8%,-5%,-37%,nt,5%,nt,36%,16%,0.5%,6%
COc1cc(/C=N\n2nnnc2N)ccc1OCc1ccc(F)cc1,-1.7%,6%,15%,nt,0%,nt,1%,10%,4.1%,-6%
CCn1c(CNC(=O)COC)nc2ccccc21,-2.0%,9%,0%,-27,6%,582,-2%,-4%,-2.1%,-2%
C=CCN1C(=O)C(O)(CC(=O)c2ccc(Cl)cc2)c2ccccc21 (stereo unspecified),-4.4%,1%,-8%,nt,1%,nt,-4%,7%,-1.5%,2%
Cc1ccc2cc(CN(CCCO)S(=O)(=O)c3cccc4nsnc34)c(=O)[nH]c2c1,-9.5%,6%,0%,-8,-4%,849,6%,5%,-0.5%,-10%
COC(=O)c1cccc(NC(=O)C2C3CCC(C3)C2C(=O)O)c1 (stereo unspecified),-8.3%,-2%,9%,10,-4%,764,28%,5%,2.3%,-8%
COc1ccccc1N=Nc1[nH]c2ccc(C)cc2c1O,-5.6%,-21%,-3%,4,1%,560,7%,9%,-1.4%,3%
Cc1ncsc1CCOC(=O)c1ccc(N2CCOCC2)c([N+](=O)[O-])c1,-12%,5%,12%,-1,0%,682,2%,3%,-0.7%,0%
